Screens deposited in PubChem BioAssay by National Center for Advancing Translational Sciences (NCATS).
KDM4E inh = JMJD2E (human) inhibition. JMJD2E catalytic domain, FDH-coupled NADH fluorescence (FDH is formaldehyde dehydrogenase). Potency, µM (doses to about 57.1 µM), inactives show top-dose activity change, negative = inhibition, actives largely listed as inhibitors. 230,000 compounds, 1.6% hits; active means well fitted inhibition curve with a large enough effect, not every such curve was filed as active; inconclusive means small, poorly fitted or top-dose-only effect, or another doubt; inactive means no such curve, though single readings can be large or run the other way;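 further: 0% = wells with enzyme and -100% = buffer wells without enzyme; nearly all actives have a fitted effect of over 50% in size; many of its hits are not listed in these tables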
Target sequence (B2RXH2 1-337 limits assumed): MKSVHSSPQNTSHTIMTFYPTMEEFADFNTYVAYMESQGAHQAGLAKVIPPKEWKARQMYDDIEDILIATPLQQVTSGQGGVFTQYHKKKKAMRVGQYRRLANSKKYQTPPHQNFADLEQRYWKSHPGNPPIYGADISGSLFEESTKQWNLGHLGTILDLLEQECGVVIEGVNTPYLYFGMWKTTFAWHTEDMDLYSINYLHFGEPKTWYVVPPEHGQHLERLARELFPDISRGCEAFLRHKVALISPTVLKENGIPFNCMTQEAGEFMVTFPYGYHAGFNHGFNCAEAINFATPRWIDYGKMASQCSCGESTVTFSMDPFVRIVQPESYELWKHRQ
Tau fibril FP = tau fibrillization inhibition (FP). P10636. K18 P301L tau heparin fibrillization, Alexa594 FP, 6 h. Potency, µM (series often up to 57.7 µM), inactives show at the highest dose activity, negative = inhibition, actives largely listed as inhibitors. 280,000 compounds, 0.39% hits. AID 1468; further: on the % scale 0 is the no-effect control and ±100 the full control effect; nearly all actives have a fitted effect of over 55% in size
Target sequence (P10636 561-689 P618L limits assumed): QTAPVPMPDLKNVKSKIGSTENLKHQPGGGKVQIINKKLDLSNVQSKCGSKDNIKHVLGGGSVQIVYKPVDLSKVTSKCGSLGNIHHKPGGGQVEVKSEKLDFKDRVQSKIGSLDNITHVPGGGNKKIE
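Compound effects on tau fibrillization are measured by Alexa 594 fluorescence polarization (ex 555, em 632 nm). K18 P301L tau is used at 15 uM with 0.24 uM labeled tracer, and 20 uM heparin induces aggregation over 6 hr at 37 C.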
Tau fluor cs = counter-screen for tau fibril formation inhibitors. tau K18 P301L Alexa594 fluorescence, heparin fibrillization. Potency, µM (highest dose often 57.7 µM), for the others: at the highest dose activity change, negative = decrease. 280,000 compounds, 0.93% hits. AID 1463; further: on the % scale 0 is the no-effect control and ±100 the full control effect; nearly all actives have a fitted effect of over 55% in size
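Human K18 P301L tau (15 uM unlabeled plus 0.24 uM Alexa 594-labeled, final) in 100 mM sodium acetate pH 7 was mixed with compound and 20 uM heparin and incubated 6 hr at 37 C.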
HTT ATP protect = cytoprotection in Huntington HTT-Q103 PC12 cell model | PC12 HTT-Q103 induced, cytoprotection, ATP luminescence, 40 h | Potency, µM (titrated, usually from 56.4 µM), without a hit: cytoprotection (ATP increase), hits mostly activators | 230,000 compounds, 0.14% hits | AID 1471;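 further: % of control where 0% means no effect; nearly all actives have a fitted effect of over 45% in size; toxic huntingtin expression switched on by the ecdysone agonist tebufenozide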
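Stable PC12 Q103-GFP cells in serum-supplemented, phenol red-free DMEM; induction by tebufenozide at 100 nM final; compound dose series; cell viability quantified luminescently from ATP.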
ALDH1A1 inh = ALDH1A1 (human) enzyme inhibition; Potency, µM (series often up to 75.3 µM), for inactives: at the top dose activity, negative = inhibition, usual class: inhibitors; P00352; Purified ALDH1A1, NADH fluorescence, propionaldehyde substrate; AID 1030; 220,000 compounds, 7.3% hits; active means well fitted inhibition curve with a large enough effect, not every such curve was filed as active; inconclusive means small, poorly fitted or top-dose-only effect, or another doubt; inactive means no such curve, though single readings can be large or run the other way;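 further: plate controls were no enzyme wells and a reference inhibitor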
Target sequence (P00352 whole entry, looked up): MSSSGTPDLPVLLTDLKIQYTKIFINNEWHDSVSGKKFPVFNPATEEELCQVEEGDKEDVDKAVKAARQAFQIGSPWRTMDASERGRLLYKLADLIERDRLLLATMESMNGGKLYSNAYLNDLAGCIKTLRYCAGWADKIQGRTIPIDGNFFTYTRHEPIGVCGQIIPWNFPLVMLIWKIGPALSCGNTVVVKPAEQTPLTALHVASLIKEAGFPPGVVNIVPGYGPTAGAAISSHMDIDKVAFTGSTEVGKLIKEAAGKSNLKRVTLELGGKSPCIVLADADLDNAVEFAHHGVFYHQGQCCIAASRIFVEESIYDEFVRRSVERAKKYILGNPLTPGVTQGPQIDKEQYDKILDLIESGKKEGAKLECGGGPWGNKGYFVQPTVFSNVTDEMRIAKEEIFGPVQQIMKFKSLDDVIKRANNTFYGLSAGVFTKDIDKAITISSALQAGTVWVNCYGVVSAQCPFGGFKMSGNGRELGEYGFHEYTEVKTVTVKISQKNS
SMN2 splice up = increases expression of the SMN2 splice variant | 210,000 compounds, 2.8% hits | Potency, µM (top dose mostly 46.1 µM), without a hit: top-dose activity change, positive = activation, actives largely listed as activators | AID 1458 | HEK293 SMN2-luciferase splicing reporter, luminescence, 30-36 h; further: % of control where 0% means no effect; nearly all actives have a fitted effect of over 55% in size
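HEK293 cells carry an SMN2 minigene-luciferase reporter in which exon 7 inclusion puts luciferase in frame. Cells were seeded at 2000 cells/well, attached for 10-12 hours, then exposed to compounds for 30-36 hours at 37C before ONE-Glo luminescence.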
HTT aggregate = mutant huntingtin aggregation inhibition; 220,000 compounds, 1.1% hits; PC12 HttQ103-GFP aggregates, Acumen cytometry, 40 h; Potency, µM (titrated, usually from 46.1 µM), inactives show at the top dose activity change, negative = inhibition, usual class: inhibitors; further: on the % scale 0 is the no-effect control and ±100 the full control effect; nearly all actives have a fitted effect of over 60% in size
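Huntingtin Q103 exon 1–GFP aggregates in induced PC12 cells (100 nM tebufenozide) were quantified by cytometry from lysates, with compounds dosed in titration.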
Tau ThT inhib = tau fibrillization inhibition (ThT binding) | P10636 | recombinant tau K18 P301L (four-repeat tau fragment), heparin-induced fibrillization, ThT fluorescence | Potency, µM (highest dose often 57.4 µM), without a hit: at the top dose activity, negative = inhibition, actives largely listed as inhibitors | 270,000 compounds, 2.1% hits | AID 1460; further: on the % scale 0 is the no-effect control and ±100 the full control effect; nearly all actives have a fitted effect of over 55% in size
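Heparin-induced fibrillization of the P301L-mutant K18 repeat-domain fragment of human tau was followed by ThT binding in quantitative high-throughput format.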
* = called active by the depositor; ? = inconclusive; · = not tested or not shown; [ ] = remark or other dose. Unless noted, the call rests on the fitted dose curve; in most records, active means well fitted curve in the direction sought with a large enough effect; inconclusive means small, poorly fitted or top-dose-only effect, or another doubt; inactive means no such curve, though single readings can be large; an effect the other way counts as inactive or inconclusive. Potency means the concentration at half of the fitted maximal effect. An excerpt; the hit share may differ from the screen's.

SMILES | KDM4E inh | Tau fibril FP | Tau fluor cs | HTT ATP protect | ALDH1A1 inh | SMN2 splice up | HTT aggregate | Tau ThT inhib
O=C(Cn1c(=O)oc2ccccc21)NC(=O)NCc1ccco1 | -8.0% | 5.4% | -0.1% | -1.0%[10 µM] | ? | 10.4% | 4.0%[9.22 µM] | -10.9%
CN(C)C(CNC(=O)Cc1ccc([N+](=O)[O-])cc1)c1ccccc1 (stereo unspecified) | -6.2% | 6.8% | -16.4% | -48.2%[inhibitor] | 0.9% | -13.1% | -9.5% | -12.8%
Cc1cc(C)c(NC(=O)Cn2c(=O)n(CCC(=O)NCc3ccccc3Cl)c(=O)c3sccc32)c(C)c1 | · | ? | 5.9% | · | · | 0.3% | · | 7.3%
CSc1nnc(CNC(=O)c2ccccc2)n1-c1ccc(F)cc1 | 4.8% | -3.9% | 5.9% | 1.7%[10 µM] | 6.3% | 0.9% | -12.0% | 11.7%
CCOC(=O)C1CCN(C(=O)CS(=O)Cc2nc(-c3ccc(C)cc3)oc2C)CC1 (stereo unspecified) | -5.0% | -10.4% | -8.8% | -0.5% | 25.1µM* | -10.1% | 7.8% | ?
CCOc1ccccc1NC(=O)CN1C(=O)C(C)SC(C)C1=O (stereo unspecified) | 1.9% | 2.8% | 5.0% | -27.8% | 1.2% | 10.5% | 8.9% | -1.5%
COC(=O)C/C=C\[C@@H](C)[C@@H](/C=N\O[C@@H]1O[C@H](COC(C)=O)[C@@H](OC(C)=O)[C@H](OC(C)=O)[C@H]1OC(C)=O)NS(=O)(=O)c1ccc(C)cc1 | · | -4.6%[11.6 µM] | -12.3%[11.6 µM] | 18.0%[10 µM] | 1.3%[13.5 µM] | · | · | -7.9%[11.5 µM]
C=CCNC(=S)NNC(=O)C(CCCC)CC(C)O (stereo unspecified) | 4.2% | ? | -3.6% | 19.3% | 1.4% | -8.7% | 11.6% | -8.8%
O=C1N=C(c2ccccc2)C(c2ccccc2)N1 (stereo unspecified) | ? | ? | -14.1% | -12.6%[10 µM] | ? | 5.9% | 6.4% | -6.4%
Cc1ccc(CCNC(=O)c2nnn(-c3cccc(C)c3)c2N)cc1 | 2.4% | ? | -17.5% | 2.5%[10 µM] | ? | -39.1%[inhibitor] | -18.1% | ?
CCOC(=O)C1CCCN(C(=O)/C=C/c2ccc(Cl)cc2)C1 (stereo unspecified) | -12.4% | 2.0% | -3.2% | -94.5%[inhibitor] | -6.5% | -5.8% | ? | -8.2%
Cc1ccc(NC(=O)CN2C(=O)C(c3ccc(F)cc3)=NC2(C)C)c(C)c1 | · | 0.1% | -0.4% | · | · | 6.5% | · | 4.6%
O=c1c2c3nc4ccccc4nc3n(/N=C/c3ccncc3)c2ncn1-c1ccccc1 | 3.0% | 3.1% | -9.1% | -3.3%[10 µM] | · | · | -12.0%[9.22 µM] | -5.9%
CCOC(=O)N1CCC(N(CCOC)C(=O)Nc2ccc(C)c(C)c2)CC1 | 2.9% | -3.4% | -3.9% | -10.0% | -5.7% | 0.5% | -18.6% | 2.7%
CCOc1ccc(-n2nc3c(Cl)nnc(C)c3c2C)cc1 | ? | ? | 4.9% | · | ? | -4.1% | -12.4% | -4.1%
O=C(NCc1ccc(Cl)cc1)C1CCN(S(=O)(=O)N2CCOCC2)CC1 | 14.1% | 6.3% | -0.5% | -20.0% | ? | -12.6% | 1.8% | -3.0%
O=C(CSc1nc2ccccc2c2nc3ccccc3n12)NCc1ccco1 | ? | -11.4% | -15.7% | -3.9%[10 µM] | ? | -17.7% | -9.3% | ?
COc1ccccc1NC(=O)Cn1c(CCC(=O)O)ccc1-c1ccccc1 | ? | 9.5% | 0.3% | -31.0%[inhibitor] | 4.5% | -12.0% | 12.3% | -5.2%
CCc1ccccc1Nc1cc(C(=O)NC2CCC(C)CC2)c2ccccc2n1 (stereo unspecified) | · | -7.5% | -17.1% | · | · | 10.5% | · | -3.4%
C/C(=N\NC(=O)c1cccnc1)c1ccc(-n2ccnc2)cc1 | 12.8% | -1.5% | 0.1% | -45.4% | 8.7% | 0.3% | -20.4% | -11.8%
Cc1ccc(C(=O)Nc2cccc([N+](=O)[O-])c2)cc1S(=O)(=O)Nc1cccc(C(=O)O)c1 | -9.4% | 10.0% | -11.7% | -12.1% | -9.4% | -9.2% | 24.0% | -15.6%
COc1cc(S(=O)(=O)Nc2ccc(Br)cc2)ccc1N | -12.2% | -4.0% | ? | -17.2% | -13.5% | · | 0.9% | -19.8%
COP(=O)(OC)C(Nc1ccc([N+](=O)[O-])cc1)c1ccccc1 (stereo unspecified) | 1.4% | -16.6% | -14.1% | 20.0%[10 µM] | · | · | 10.4%[9.22 µM] | -7.9%
CC(C)CC(=O)Nc1c2c(nn1-c1ccc(F)cc1)CSC2 | 4.8% | -2.8% | -5.2% | 3.7% | -7.7% | -14.2% | -8.8% | -2.6%
COc1ccc(C(=O)CSc2nnc(C(CO)NC(=O)c3ccc(OC)cc3)n2C)cc1 (stereo unspecified) | -2.1% | -2.6% | 0.5% | 15.4%[0.074 µM] | ? | -12.3% | 21.7% | -8.3%

3 compounds out of the list above, arranged by the number in KDM4E inh, lowest first.
| molecule | KDM4E inh |
| --- | --- |
| CCOC(=O)C1CCCN(C(=O)/C=C/c2ccc(Cl)cc2)C1 (stereo unspecified) | -12.4% |
| CCOC(=O)C1CCN(C(=O)CS(=O)Cc2nc(-c3ccc(C)cc3)oc2C)CC1 (stereo unspecified) | -5.0% |
| C/C(=N\NC(=O)c1cccnc1)c1ccc(-n2ccnc2)cc1 | 12.8% |

The listing picks up with the three entries that preceded the break.
SMILES | KDM4E inh | Tau fibril FP | Tau fluor cs | HTT ATP protect | ALDH1A1 inh | SMN2 splice up | HTT aggregate | Tau ThT inhib
COP(=O)(OC)C(Nc1ccc([N+](=O)[O-])cc1)c1ccccc1 (stereo unspecified) | 1.4% | -16.6% | -14.1% | 20.0%[10 µM] | · | · | 10.4%[9.22 µM] | -7.9%
CC(C)CC(=O)Nc1c2c(nn1-c1ccc(F)cc1)CSC2 | 4.8% | -2.8% | -5.2% | 3.7% | -7.7% | -14.2% | -8.8% | -2.6%
COc1ccc(C(=O)CSc2nnc(C(CO)NC(=O)c3ccc(OC)cc3)n2C)cc1 (stereo unspecified) | -2.1% | -2.6% | 0.5% | 15.4%[0.074 µM] | ? | -12.3% | 21.7% | -8.3%
O=c1cnnc(Nc2ccc(Cl)c(C(F)(F)F)c2)[nH]1 | -1.1% | -4.3% | -6.4% | -25.1% | ? | · | 11.7% | -1.7%
COc1cc(CN(CC2CCCO2)C(=O)c2ccccc2F)cc(OC)c1OC (stereo unspecified) | · | -0.6% | -3.9% | · | · | -5.3% | · | 4.6%
CCC(=O)Nc1ccc2nc(C3CC3)n(Cc3ccccc3)c(=O)c2c1 | 6.5% | -5.1% | -16.8% | -5.5% | 6.8% | ? | 6.7% | -16.4%
O=C(c1ccc(-c2ccccc2)cc1)C1CCCN(Cc2ccncc2)C1 (stereo unspecified) | -6.1% | 7.1% | 13.1%[2.34 µM] | 34.1%[10 µM] | ? | · | 39.0%[9.22 µM] | 8.4%
O=C(NCc1ccccn1)C1CCC(CNS(=O)(=O)c2cccc3nsnc23)CC1 (stereo unspecified) | -0.9% | -8.1% | -3.3% | 12.2%[10 µM] | · | · | 16.4%[9.22 µM] | ·
C=C(CCC12O[C@H](C(=O)O)[C@@](O)(C(=O)O)[C@](C(=O)O)(O1)[C@H](OC(=O)/C=C/[C@@H](C)C[C@@H](C)CC)[C@H]2O)[C@@H](OC(C)=O)[C@H](C)Cc1ccccc1 | · | 9.7% | -3.1% | -76.6%[inhibitor] | 0.5% | · | · | ?
CCOc1ccc(/C=C2/C(=O)N(c3ccc(OC)cc3)C(=S)N2CC(=O)OC)cc1OCC | ? | 3.2% | -12.0% | 28.8%[10 µM] | ? | 12.6µM* | -11.1% | 9.1%
CN1C(=O)C2(c3ccccc31)C1CCCC=C1C(C#N)=C(N)C2(C#N)C#N (stereo unspecified) | -16.3% | ? | -22.5% | 20µM* | ? | 2.5% | · | ?
O=C1CC(c2ccco2)CC2=C1C1c3ccccc3C(=O)N1c1ccccc1N2 (stereo unspecified) | -6.3% | -10.0% | ? | ? | 9.6% | -4.5% | ? | -13.8%
O=C(NCCOCCn1c(=O)oc2ccccc21)Nc1ccc(F)cc1 | · | 0.0% | -4.9% | · | · | -8.5% | · | 6.8%
COc1ccc2c(C)c(CC(=O)NCCc3ccc(Cl)cc3)c(=O)oc2c1C | · | -6.9% | -14.0% | · | · | 16.9% | · | -7.2%
Cc1cccc(NC(=O)C2C3CCC4C(CCC32)C4(Cl)Cl)c1 (stereo unspecified) | 1.4% | 1.0% | -1.1% | · | 5.3% | 3.6% | -7.8% | -2.6%
O=C(CSc1ncn[nH]1)CSc1ncn[nH]1 | 3.55µM* | -5.3% | -10.5% | 5.5% | -3.9% | -4.3% | -26.8% | -13.1%
CS(=O)(=O)c1ccc2nc(NC(=O)c3ccc(NS(=O)(=O)c4cccc([N+](=O)[O-])c4)cc3)sc2c1 | -6.2% | -7.1% | ? | 8.3%[10 µM] | · | · | 1.8%[9.22 µM] | ?
O=C(CCc1nc(-c2ccccc2)no1)N1CCCC1 | 2.6% | 3.7% | -1.1% | 3.0% | -5.0% | 5.5% | 16.3% | -6.9%
CCOC(=O)c1sc2ncnc(N3CCN(c4ccc(OC)cc4)CC3)c2c1C | 2.1% | ? | ? | -39.0% | -6.4% | -26.1% | 6.5% | ?
O=C(NCCc1ccccc1)C1c2ccccc2C(=O)N1Cc1cccs1 (stereo unspecified) | 0.3% | 1.1% | -7.8% | 18.5% | 12.6µM* | 8.8% | -5.9% | -6.5%
COc1ccc(-n2c(SCC3OCCO3)nc3c(sc(=S)n3-c3ccccc3)c2=O)cc1OC | 3.4% | 5.0% | -10.1% | -33.0% | ? | -24.2% | 23.6% | -8.4%
CCCC(=O)Nc1cc(S(=O)(=O)N(CC)CC)ccc1Cl | 5.5% | -12.1% | -5.2% | 41.3%[0.074 µM] | 12.6µM* | 4.0% | 16.9% | -16.1%
